Assay outcomes: PubChem, National Center for Advancing Translational Sciences (NCATS)
PI5P4K alpha inh: qHTS for Inhibitors of phosphatidylinositol 5-phosphate 4-kinase (PI5P4K) | PI5P4Kalpha enzyme, ADP-Glo luminescence, 60 min; stronger effect = lower value | max response, % | 1.2% of 330,000 active | Phosphatidylinositol 5-phosphate 4-kinase type-2 alpha (Homo sapiens), P48426; active = max response of -50% or lower; inconclusive = between -30% and -50%; inactive = -30% or higher; also: value at the top dose of about 77 µM; % is scaled to controls: 0 for no effect and ±100 for the full control effect
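Human PI5P4Kalpha with substrate in 0.038 M HEPES pH 7.4, 0.28 mM EGTA, 0.1% CHAPS, 5% DMSO; reaction started with 5 microM ATP (final), 60 min at room temperature. ADP formed read by ADP-Glo luminescence.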
CCT chaperon mod: High-Throughput Screening for Modulators of Cytosolic Chaperonin Activity | 0.3% of 360,000 active | activity change, % (concentration not given with the values), hits read low | purified chaperonin ATPase assay, HTRF ADP detection, 30 min; in the data active = activity change below about -30%; also: % is scaled to controls: 0 for no effect and ±100 for the full control effect
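TRiC at 40 or 20 nM final (batch-dependent) in 30 mM Tris pH 7.4, 100 mM KCl, 5 mM MgCl2, 1 mM DTT, with compound at single 76 uM and 10 uM ATP, 30 min at 37 deg C. ADP detected by HTRF Transcreener, 665/615 ratio.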
EPAC2 agonist: qHTS for Agonist of cAMP-regulated guanine nucleotide exchange factor 4 (EPAC2): primary screen; EPAC2 activation, biochemical qHTS; response scale: 100% = 6.5 mM cAMP response; Potency, µM (titrated, usually from 154 µM), for inactives: at the top dose activation, hits mostly activators; 0.079% of 360,000 active; AID 720711, 2013; also: potency is read from the fitted curve at half-maximal effect; nearly all actives have a fitted effect of over 50% in size
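Each well held 100 nM EPAC2, 250 nM RAP1B-BODIPY-GDP and 50 uM GDP. Fluorescence, read at 5-min intervals to 30 min, was referenced to a 6.5 mM cAMP positive control.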
EPAC1 antagonist: qHTS for Antagonist of cAMP-regulated guanine nucleotide exchange factor 3 (EPAC1): primary screen; Rap guanine nucleotide exchange factor 3 (Homo sapiens), O95398; AID 720709, 2013; EPAC1 GEF assay, Rap1b-BODIPY-GDP exchange fluorescence; 0.14% of 360,000 active; Potency, µM (doses to about 115 µM), for the others: at the top dose activity change, negative = inhibition, hits mostly inhibitors;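 also: potency is read from the fitted curve at half-maximal effect; plate controls were vehicle for no effect and positive control for full effect; nearly all actives have a fitted effect of over 50% in size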
WRN inhibitor: qHTS for Inhibitors of WRN Helicase; WRN helicase unwinding, fluorescent forked duplex, kinetic; Potency, µM (doses to about 114 µM), for the others: top-dose activity change, negative = inhibition, usual class: inhibitors; 0.46% of 360,000 active; AID 651768, 2012; also: potency is read from the fitted curve at half-maximal effect; % is scaled to controls: 0 for no effect and ±100 for the full control effect; nearly all actives have a fitted effect of over 55% in size
Target sequence (Q14191 whole entry, looked up): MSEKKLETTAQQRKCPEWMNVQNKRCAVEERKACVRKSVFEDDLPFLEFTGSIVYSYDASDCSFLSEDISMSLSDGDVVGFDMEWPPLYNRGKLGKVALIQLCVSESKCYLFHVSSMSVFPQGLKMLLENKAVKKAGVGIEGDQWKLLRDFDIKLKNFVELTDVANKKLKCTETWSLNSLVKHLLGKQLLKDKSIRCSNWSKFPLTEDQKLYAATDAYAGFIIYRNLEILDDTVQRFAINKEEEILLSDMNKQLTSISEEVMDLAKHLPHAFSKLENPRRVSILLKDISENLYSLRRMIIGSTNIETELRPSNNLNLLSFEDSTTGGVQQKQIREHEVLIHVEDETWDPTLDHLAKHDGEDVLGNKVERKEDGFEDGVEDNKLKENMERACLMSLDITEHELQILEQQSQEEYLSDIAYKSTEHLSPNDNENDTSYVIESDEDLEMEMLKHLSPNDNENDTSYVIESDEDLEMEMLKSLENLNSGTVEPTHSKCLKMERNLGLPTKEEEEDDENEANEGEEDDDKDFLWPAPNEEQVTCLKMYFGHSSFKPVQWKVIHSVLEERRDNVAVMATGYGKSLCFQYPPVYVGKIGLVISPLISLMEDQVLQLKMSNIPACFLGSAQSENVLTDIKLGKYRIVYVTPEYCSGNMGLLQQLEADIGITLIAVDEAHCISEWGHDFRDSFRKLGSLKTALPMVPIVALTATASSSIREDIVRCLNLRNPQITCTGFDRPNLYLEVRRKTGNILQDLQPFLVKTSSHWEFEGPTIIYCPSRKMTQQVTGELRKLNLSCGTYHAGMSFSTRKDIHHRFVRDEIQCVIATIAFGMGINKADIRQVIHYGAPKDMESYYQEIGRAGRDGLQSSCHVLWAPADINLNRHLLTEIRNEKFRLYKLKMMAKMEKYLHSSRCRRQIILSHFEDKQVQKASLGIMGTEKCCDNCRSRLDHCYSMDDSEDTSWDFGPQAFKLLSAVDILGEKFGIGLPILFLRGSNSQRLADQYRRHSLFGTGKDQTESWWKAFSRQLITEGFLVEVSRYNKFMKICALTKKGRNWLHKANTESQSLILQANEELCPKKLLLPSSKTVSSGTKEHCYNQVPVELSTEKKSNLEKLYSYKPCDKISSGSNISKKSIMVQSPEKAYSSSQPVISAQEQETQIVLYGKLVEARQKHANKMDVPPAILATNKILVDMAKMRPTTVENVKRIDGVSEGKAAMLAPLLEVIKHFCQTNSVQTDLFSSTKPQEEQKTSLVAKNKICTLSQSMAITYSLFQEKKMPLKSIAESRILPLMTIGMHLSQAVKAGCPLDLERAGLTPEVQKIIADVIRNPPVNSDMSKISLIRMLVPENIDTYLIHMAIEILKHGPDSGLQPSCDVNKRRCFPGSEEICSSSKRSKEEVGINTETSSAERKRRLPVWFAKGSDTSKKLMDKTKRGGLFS
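Enzyme (20 nM final) and test compound sit together 15 min at room temperature before substrate addition. Substrate is a single-forked duplex oligonucleotide (100 nM) labelled with fluorophore and quencher, with 2 mM ATP; helicase unwinding raises red fluorescence, read kinetically.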
PLK1 PBD block: qHTS for Inhibitors of PLK1-PDB (polo-like kinase 1 - polo-box domain): Primary Screen. Potency, µM, without a hit: max response, negative = inhibition, most hits filed as inhibitors. Plk1 PBD binding of FITC phosphopeptide, fluorescence polarization. 2.8% of 360,000 active. AID 720504, 2013. Serine/threonine-protein kinase PLK1 (Homo sapiens), P53350; also: potency is read from the fitted curve at half-maximal effect; series mostly up to about 57 µM; % is scaled to controls: 0 for no effect and ±100 for the full control effect; nearly all actives have a fitted effect of over 65% in size
IL-2 act: qHTS of IL-2 Activators. AID 652025, 2013. 0.065% of 360,000 active. activation, % (series mostly up to about 46 µM). IL-2 activation reporter assay, cell-based qHTS; stimulated with anti-CD3/CD4/CD28 beads; in transgenic mouse T cells; in the data active = activation above about 50%; inconclusive = mostly about 30% to 49%; also: 0% is about no effect
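Quantitative HTS in unstimulated transgenic mouse T cells, with memory T cells as non-tolerant control and PMA/ionomycin as tolerance-bypass control. Compound pretreatment lasted 60 minutes before 18 h bead stimulation; EGFP/DsRed fluorescence read.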
EPAC1 agonist: qHTS for Agonist of cAMP-regulated guanine nucleotide exchange factor 3 (EPAC1): primary screen; Potency, µM (titrated, usually from 154 µM), for the others: top-dose activation, actives largely listed as activators; EPAC1 agonist qHTS, biochemical assay; response scale: 100% = response to 6.5 mM cAMP; AID 720707, 2013; 0.073% of 360,000 active; also: potency is read from the fitted curve at half-maximal effect; nearly all actives have a fitted effect of over 60% in size
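Nucleotide exchange by EPAC1 (100 nM) on Rap1B–BODIPY-GDP (250 nM) in the presence of 50 uM GDP is tracked fluorescently at 480/540 nm over 30 min. Signals are normalized to a 6.5 mM cAMP control.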
Numbers without * were called inactive; ? = inconclusive; / = not tested or not shown; [ ] = another dose, or the depositor's remark. Unless noted, calls follow the shape of the dose curve; as a rule, active = well fitted curve in the direction sought with a large enough effect; inconclusive = small, poorly fitted or top-dose-only effect, or another doubt; inactive = no such curve, though single readings can be large; an effect the other way counts as inactive or inconclusive. A portion of the library; the hit share may differ from the screen's.

Fields – PI5P4K alpha inh, EPAC2 agonist, PLK1 PBD block, EPAC1 agonist, IL-2 act, EPAC1 antagonist, CCT chaperon mod, WRN inhibitor
#1 CCOC(=O)c1oc2ccc(CNCCO)c(Cl)c2c1C
  0, -1%, -10%, 10%, -3.1, -3%, -3.5, 9%
#2 Cc1cc(N)ccc1NC(=O)CN1CCCC1
  1, 5%, 6%, 4%, -3.2, 3%, -0.4, 0%
#3 CC(C)(C)NC(=O)Cn1c(=O)oc2ccc(Cl)cc21
  -1, 8%, 3%, 4%, -2.9, -7%, 0.3, 1%
#4 Nn1c(SCC(=O)Nc2cc(S(=O)(=O)N3CCOCC3)ccc2Cl)nnc1-c1cccnc1
  -14, 2%, 3%, 1%, 0.1, 12%, -7.9, -2%
#5 Clc1cccc(CNc2ccn3nc(-c4ccccc4Cl)cc3n2)c1
  24, 8%, -11%, 4%, -0.7, -5%, -3.4, -13%
#6 COc1ccc(S(=O)(=O)N2CCCOC2CNC(=O)C(=O)NCCCN2CCOCC2)cc1C (centres undefined)
  -5, 32%, -5%, 8%, 4.8, 0%, -1.5, -12%
#7 O=C1COc2ccccc2N1Cc1c(F)cccc1Cl
  5, 5%, -4%, 9%, -0.4, 1%, -0.4, -4%
#8 OC[C@@H]1CN(Cc2ccc(-c3ccccc3)cc2)C[C@H](n2cnc3c(NC4CCCC4)ncnc32)O1
  4, 12%, 4%, -8%, -0.8, -11%, -2.0, -4%
#9 Cc1cc(N2C(=O)CCC2=O)n(-c2ccccc2)n1
  8, 6%, -4%, 5%, 0.7, -10%, 0.8, 6%
#10 COc1ccc(-c2cccc(C(=O)NCC(=O)O)c2)cc1
  /, 2%, -3%, 0%, -2.4, 18%, -1.3, -8%
#11 COC(=O)c1cccc(S(=O)(=O)N(Cc2ccco2)Cc2cc3ccc(OC)cc3[nH]c2=O)c1
  /, -10%, -2%, 1%, -1.7, 15%, -2.2, -6%
#12 CNC(=O)c1[nH]cnc1C(=O)Nc1ccc(F)cc1
  -1, -1%, -5%, -6%, -3.4, -12%, 0.6, -6%
#13 CC(C)COC(=O)N1CCCCC1c1cc(C(=O)N2CCOCC2)no1 (centres undefined)
  2, 6%, -6%, 3%, 0.1, -3%, 0.8, 0%
#14 COc1ccc(-c2nn(-c3ccccc3)cc2/C=N/Nc2ccccn2)cc1OC
  -12, 17%, -9%, 2%, -3.3, -22%, -1.4, -12%
#15 CC(C)C(=O)NC(=S)Nc1ccc(S(=O)(=O)N(C)Cc2ccccc2)cc1
  9, 16%, -4%, 6%, -0.8, 4%, 0.3, -13%

A second format for part of the listing above:
#	Molecule	PI5P4K alpha inh	EPAC2 agonist	PLK1 PBD block	EPAC1 agonist	IL-2 act	EPAC1 antagonist	CCT chaperon mod	WRN inhibitor
2	Cc1cc(N)ccc1NC(=O)CN1CCCC1	1	5%	6%	4%	-3.2	3%	-0.4	0%
3	CC(C)(C)NC(=O)Cn1c(=O)oc2ccc(Cl)cc21	-1	8%	3%	4%	-2.9	-7%	0.3	1%
4	Nn1c(SCC(=O)Nc2cc(S(=O)(=O)N3CCOCC3)ccc2Cl)nnc1-c1cccnc1	-14	2%	3%	1%	0.1	12%	-7.9	-2%
5	Clc1cccc(CNc2ccn3nc(-c4ccccc4Cl)cc3n2)c1	24	8%	-11%	4%	-0.7	-5%	-3.4	-13%
6	COc1ccc(S(=O)(=O)N2CCCOC2CNC(=O)C(=O)NCCCN2CCOCC2)cc1C (centres undefined)	-5	32%	-5%	8%	4.8	0%	-1.5	-12%
7	O=C1COc2ccccc2N1Cc1c(F)cccc1Cl	5	5%	-4%	9%	-0.4	1%	-0.4	-4%
8	OC[C@@H]1CN(Cc2ccc(-c3ccccc3)cc2)C[C@H](n2cnc3c(NC4CCCC4)ncnc32)O1	4	12%	4%	-8%	-0.8	-11%	-2.0	-4%
9	Cc1cc(N2C(=O)CCC2=O)n(-c2ccccc2)n1	8	6%	-4%	5%	0.7	-10%	0.8	6%
10	COc1ccc(-c2cccc(C(=O)NCC(=O)O)c2)cc1	/	2%	-3%	0%	-2.4	18%	-1.3	-8%
11	COC(=O)c1cccc(S(=O)(=O)N(Cc2ccco2)Cc2cc3ccc(OC)cc3[nH]c2=O)c1	/	-10%	-2%	1%	-1.7	15%	-2.2	-6%
12	CNC(=O)c1[nH]cnc1C(=O)Nc1ccc(F)cc1	-1	-1%	-5%	-6%	-3.4	-12%	0.6	-6%

Additional compounds
Fields – PI5P4K alpha inh, EPAC2 agonist, PLK1 PBD block, EPAC1 agonist, IL-2 act, EPAC1 antagonist, CCT chaperon mod, WRN inhibitor
#16 O=C(NNC(=S)Nc1ccc(Br)cc1Cl)c1ccncc1
  -3, 13%, ?, 2%, -5.1, -5%, -0.2, -5%
#17 Cn1cccc1/C=C1\SC(=Nc2ccccc2)NC1=O
  -6, 4%, -9%, 8%, 0.3, -9%, 1.1, -3%
#18 COc1cccc(C2CC(c3cccs3)=NN2C(=S)Nc2ccccc2)c1OC (centres undefined)
  -2, 0%, 9%, 6%, -0.6, 10%, 0.8, -3%
#19 CC1=C(C)CC(C(=O)NCC(=O)c2ccccc2)C(C(=O)O)C1 (centres undefined)
  /, 4%, -2%, 2%, 0.6, 3%, -0.1, -3%
#20 CCN(CC)C(=O)C1CCCN(C/C(C)=C/c2ccccc2)C1 (centres undefined)
  /, 12%, -3%, 6%, 0.3, -12%, -2.9, 5%
#21 O=C(Cn1c(=O)oc2cc(S(=O)(=O)N3CCCC3)ccc21)Nc1ccc(C(F)(F)F)cc1
  -1, 6%, -1%, 0%, 1.5, 6%, -1.3, 4%
#22 COc1cc(NS(=O)(=O)c2cccc3nsnc23)c(C(=O)O)cc1OC
  6, 0%, -5%, 8%, 0.4, -5%, -0.2, -19%
#23 COCOCCn1cc(CN2CCS(=O)(=O)N(Cc3ccc(-c4ccc(OC)nc4)cc3)C(C(C)C)C2=O)nn1 (centres undefined)
  -26, 3%, -8%, 0%, 1.5, -5%, 0.1, -19%
#24 CCOc1ccc(N(CC(=O)N2CCOCC2)S(=O)(=O)c2ccc(Cl)cc2)cc1
  5, -2%, 0%, -4%, 0.2, 10%, -2.9, 0%
#25 COc1cccc(-c2ncc3ccccc3c2COC(=O)CCCC(=O)O)c1
  -9, 2%, -4%, -9%, 0.1, 5%, -0.3, 1%
#26 O=C(CN1C(=O)NC2(CCCCC2)C1=O)Nc1ccc(F)cc1
  -3, -4%, 7%, -2%, 0.2, 1%, 1.3, -3%
#27 CCCOc1ccc(C2c3c(oc4ccccc4c3=O)C(=O)N2CCN(CC)CC)cc1OC (centres undefined)
  -3, -27%, -14%, 5%, -0.1, 8%, -1.3, 14%
#28 C[C@@H](C(=O)NCc1ccccn1)[C@@H]1C[C@@]1(C)[C@@H](NC(=O)OCc1ccccc1)c1ccccc1
  1, -3%, -1%, -2%, 0.3, -6%, -3.7, -2%
#29 COc1cccc(C(=O)COc2ccc3c(C)c(Cc4ccccc4)c(=O)oc3c2)c1
  1, 8%, -15%, -1%, -5.1, 15%, -2.7, 0%
#30 COc1ccc(S(=O)(=O)NCCC(=O)NC2CCCCC2C)cc1[N+](=O)[O-] (centres undefined)
  -12, 10%, -11%, 9%, -0.3, 0%, -1.7, -6%[11.6 µM]
#31 CC(=O)N1CCN(S(=O)(=O)c2cccc(C(=O)Nc3ccc(C)cn3)c2)CC1
  -5, 3%, -1%, 0%, -1.7, -11%, -1.0, -11%
#32 O=C1C=C(c2cnc3ccccc3c2)C[C@@H](c2ccc3c(c2)OCO3)C1
  -2, -2%, -1%, -3%, 0.4, 8%, 1.6, -8%
#33 COCCNC(=O)C1=NOC(Cn2cc(C#N)c(=O)n(C)c2=O)C1 (centres undefined)
  5, 9%, -13%, 11%, 0.1, -2%, 1.9, 8%
#34 CCC(=O)N1CCc2cc(S(=O)(=O)CCC(=O)Nc3ccc(C(C)=O)cc3)ccc21
  -3, 7%, 0%, 4%, -1.2, -11%, -1.3, 0%
#35 COc1ccc(C2=NOC(C(=O)NC3CCCCC3)C2)cc1OC (centres undefined)
  /, 1%, -9%, 6%, -2.6, 0%, -4.1, 5%
#36 CC(=O)NC(CC(=O)OCC(=O)N1c2ccccc2NC(=O)C1(C)C)c1ccccc1 (centres undefined)
  -1, 19%, -2%, -1%, -2.0, 10%, -1.2, -14%
#37 CCOc1ccccc1NC(=O)CN(c1ccc(C)cc1)S(=O)(=O)c1c(C)noc1C
  11, 5%, -17%, 0%, -0.1, -5%, -0.1, -11%
#38 O=C(NCc1n[nH]c(=S)n1-c1ccccc1)c1cccs1
  8, 10%, -16%, 8%, -0.6, 6%, -0.6, -8%
#39 C=CCNC(=S)Nc1cccc(N)c1
  3, 7%, -13%, 10%, 1.3, 8%, -3.5, -3%
#40 O=C1NC2(CCCc3ccccc32)C(=O)N1CCOc1ccc(Br)cc1 (centres undefined)
  -1, -5%, 1%, 0%, -1.6, -9%, 0.1, 0%
#41 CN(C)CCNC(=O)C(=O)Nc1cc2c3c(c1)CCN3C(=O)CC2
  -1, 16%, -9%, 4%, -0.2, -8%, 1.2, 2%[11.6 µM]
#42 Cc1ccc(NC(=O)CSc2nnc(-c3cccnc3)s2)cc1
  0, 2%, -5%, -3%, 0.2, 7%, 1.2, 6%
#43 COC(=O)[C@@]12C[C@@H](CC(=O)NCc3ccccc3)C(=O)N(Cc3cccc4ccccc34)C1=CCC(C)(C)C2
  0, -12%, -7%, -11%, -0.9, 3%, /, -11%
#44 Cc1onc(-c2ccccc2)c1C(=O)N/N=C/c1cc2c(cc1Br)OCO2
  5, 18%, -6%, 3%, -4.6, -19%, -1.8, -13%
#45 C[C@H]1Cn2cnc(C(=O)N[C@H](C)c3ccccc3)c2C(=O)N1
  -3, 6%, 0%, -7%, -0.5, 14%, -1.0, 1%
#46 CCc1nc2ccc(C(=O)NCc3ccccc3OC)cn2c1N(CC)CCOC
  -1, -5%, -1%, -2%, -0.7, 0%, 0.3, 11%[57.1 µM]
